YAP1 CTGF inhibition = reduction of CTGF mRNA in DLD1 cells – DLD1 colon cancer cells, RT-qPCR, single point, primary screen (AID 743449) | DLD1 CTGF mRNA qPCR, 24 h; active compounds read high | inhibition, % at 12.5 µM | 0.9% of 9,900 active;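 active = mean normalized replicate activity at least 50 and at least half of replicates each reaching 50; inconclusive = only one of the two criteria met; inactive = neither criterion met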;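 also: 0% = neutral control wells and 100% = dasatinib control wells; higher means stronger suppression of CTGF expression like dasatinib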
Pax4 mRNA alpha TC1 = activators of Pax4 gene expression, primary screen, RT-PCR, mouse alpha TC1 cells, single point (AID 1053180); mouse alpha TC1 cells, Pax4 mRNA qPCR, 6 days; active compounds read high; 100% = Pax4 plasmid added at qPCR; activation, % at 10 µM; 0.2% of 9,600 active;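 active = highest normalized replicate activity of 15 or more, or at least half the replicates reach 15 or more; inactive = neither condition met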;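 also: pax4 Ct normalized to GAPDH with activation seen as lower delta delta Ct; plate controls were plate neutral control wells for no effect and Pax4 plasmid positive control for full effect; each compound tested in two replicate wells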
Active calls of the source: *; ? = inconclusive; . = not tested or not shown; & = joins results of further samples.

#	Structure	Pax4 mRNA alpha TC1	YAP1 CTGF inhibition
1	C[C@@H]1CN([C@H](C)CO)C(=O)CCCn2nncc2CO[C@H]1CN(C)Cc1ccc2cccnc2c1	0.0	?
2	CO[C@H](CN(C)S(=O)(=O)c1ccc(C)cc1)[C@@H](C)CN(C(=O)Nc1ccccc1F)[C@@H](C)CO	0.0	2
3	CO[C@@H]1CN(C)C(=O)c2cc(NC(=O)Nc3cccc(Cl)c3)ccc2OC[C@@H](C)N(C(=O)Nc2c(C)noc2C)C[C@H]1C	0.0	20
4	O=C1N[C@@H](Cc2ccccc2)COCc2cn(nn2)CC[C@H]1Cc1cccc(F)c1	0.2	-2
5	CCS(=O)(=O)Nc1ccc2c(c1)C(=O)N(C)[C@H]1CC[C@H](CC(=O)NC3CCCCC3)O[C@@H]1CO2	0.0	-3
6	Cc1ccc(S(=O)(=O)Nc2cccc3c2O[C@@H](CN(C)C(=O)Nc2ccc(C(F)(F)F)cc2)[C@@H](C)CN([C@H](C)CO)C3=O)cc1	0.0	-32
7	C[C@@H]1CN([C@@H](C)CO)C(=O)CCCn2nncc2CO[C@H]1CN(C)C(=O)Nc1ccc(-c2cccs2)cc1	0.0	23
8	O=S(=O)(c1ccccc1)N1CCCCN2[C@H](CO)[C@H](c3ccc(C#CC4CCCC4)cc3)[C@H]2C1	0.2	-84
9	C[C@@H]1CN([C@H](C)CO)C(=O)CCCn2cc(nn2)CO[C@@H]1CN(C)S(=O)(=O)c1cccc(C#N)c1	0.0	-32
10	CCC(=O)N1[C@@H]2CN(C(=O)Nc3ccc(Cl)cc3)c3ccccc3[C@@H]2[C@@H]1CO	0.0	3
11	CN1C(=O)c2cc(NC(=O)c3ccno3)ccc2OC[C@H]2O[C@@H](CC(=O)Nc3ccccc3)CC[C@@H]21	0.0	-4
12	C[C@H](CO)N1C[C@H](C)[C@H](CN(C)S(C)(=O)=O)Oc2ncc(-c3ccc(F)cc3)cc2C1=O	0.0	20
13	O=C(C[C@H]1CC[C@@H]2[C@H](COC[C@@H](O)CN2Cc2cc(F)ccc2F)O1)NCc1ccc(Oc2ccccc2)cc1	0.0	14
14	C[C@H](CO)N1C[C@H](C)[C@@H](CN(C)Cc2ccc(C(=O)O)cc2)Oc2ccc(NC(=O)CCN3CCOCC3)cc2CC1=O	0.0	-18
15	COc1ccccc1NC(=O)N1C[C@@H](O)COC[C@@H]2O[C@@H](CC(=O)N3CCC(Cc4ccccc4)CC3)CC[C@H]21	0.0	-8
16	CO[C@H]1CN(C)C(=O)c2ccc(NS(C)(=O)=O)cc2OC[C@@H](C)N(C(=O)CN(C)C)C[C@@H]1C	0.0	-28
17	O=C(C[C@@H]1CC[C@H]2[C@@H](COC[C@@H](O)CN2S(=O)(=O)c2ccc(F)cc2)O1)NCCN1CCCCC1	0.0	-27
18	C[C@@H]1CCCCO[C@H](CN(C)C(=O)c2ccncc2)[C@@H](C)CN([C@H](C)CO)C(=O)c2cc(NS(=O)(=O)c3cccs3)ccc2O1	0.0	0
19	CN(C)C(=O)[C@@H]1[C@@H](CO)[C@@H]2Cn3c(ccc(C4=CCCC4)c3=O)[C@H]1N2S(=O)(=O)c1cn(C)cn1	0.0	-18
20	Cc1ccc(S(=O)(=O)Nc2cccc3c2O[C@H](CN(C)C(=O)Nc2ccc(C(F)(F)F)cc2)[C@@H](C)CN([C@@H](C)CO)C3=O)cc1	0.0	32
21	C[C@@H]1CCCCO[C@H](CN(C)C(=O)CCCN(C)C)[C@H](C)CN([C@@H](C)CO)C(=O)c2cc(NC(=O)Nc3ccc4c(c3)OCO4)ccc2O1	0.0	-2
22	CN1C(=O)c2cc(NS(C)(=O)=O)ccc2OC[C@@H]2O[C@H](CC(=O)N3CCOCC3)CC[C@@H]21	0.0	-12
23	COc1ccc2c3c(n(C)c2c1)[C@H](CO)N(C(=O)CN1CCOCC1)CC31CCN(C(=O)Nc2cccc(F)c2)CC1	0.0	23
24	C[C@@H]1CN([C@H](C)CO)C(=O)CCCn2nncc2CO[C@@H]1CN(C)Cc1cccc(C(F)(F)F)c1	0.0	61*
25	CN(C)C(=O)C[C@H]1C=C[C@H](NC(=O)c2ccc(F)cc2)[C@H](CO)O1	0.0	20
26	CCCNC(=O)N1CC(=O)N2[C@@H](CO)[C@H](c3ccc(-c4ccc(F)cc4)cc3)[C@@H]2C1	0.0	14
27	C[C@H]1CN([C@@H](C)CO)C(=O)Cc2cc(NC(=O)Nc3ccc(F)cc3)ccc2O[C@H]1CN(C)S(C)(=O)=O	0.0	2
28	N#C[C@H]1[C@H](c2ccccc2C2=CCCCC2)[C@@H](CO)N1C(=O)CN1CCOCC1	0.0	-5
29	C[C@@H](O)C#Cc1ccc([C@H]2[C@H]3CN(CC4CC4)CCCCN3[C@H]2CO)cc1	0.0	12
30	CCc1nc(N2[C@H](CO)[C@@H](c3ccccc3-c3ccc(F)cc3)[C@@H]2C#N)sc1C	0.0	55*
31	CNC[C@@H]1OCCCC[C@H](C)Oc2ccc(NC(=O)Nc3ccc(OC)cc3)cc2C(=O)N([C@@H](C)CO)C[C@H]1C	0.0	-12
32	COCC(=O)N1CC2(CN(Cc3ccccc3)C2)c2c(n(C)c3cc(OC)ccc23)[C@@H]1CO	0.0	15
33	C[C@@H]1CCCCO[C@@H](CN(C)S(=O)(=O)c2ccccc2)[C@H](C)CN([C@H](C)CO)C(=O)c2cc(NC(=O)Nc3ccc4c(c3)OCO4)ccc2O1	0.0	29
34	CNC[C@@H]1Oc2ccc(NC(=O)NC3CCCCC3)cc2CC(=O)N([C@H](C)CO)C[C@@H]1C	0.0	-13
35	C[C@H]1CN([C@@H](C)CO)C(=O)c2ccccc2-c2ccccc2CO[C@H]1CN(C)Cc1cccc(C(=O)O)c1	0.0	-18
36	C/C=C/c1ccccc1[C@H]1[C@@H](C#N)N(c2ncc(CC)s2)[C@@H]1CO	0.0	-1
37	C[C@H]1CN([C@@H](C)CO)C(=O)Cc2cc(NC(=O)c3ccncc3)ccc2O[C@H]1CN(C)C(=O)Nc1ccc(F)cc1	0.0	15
38	O=C(Nc1ccccc1F)N1CC(=O)N2[C@H](CO)[C@@H](c3ccc(-c4cccnc4)cc3)[C@@H]2C1	0.0	-22
39	C[C@@H]1CCn2cc(nn2)COC[C@@H](Cc2ccccc2)NC1=O	0.0	10
40	CCCNC(=O)N[C@H]1C=C[C@H](CC(=O)N2CCN(C)CC2)O[C@@H]1CO	0.0	-33
41	C[C@H]1CN([C@@H](C)CO)S(=O)(=O)c2ccc(-c3ccc(F)cc3)cc2O[C@H]1CN(C)Cc1ccccc1C(=O)O	0.0	10
42	COc1ccc2c3c(n(C)c2c1)[C@@H](CO)N(S(C)(=O)=O)CC31CCN(C(=O)c2ccccn2)CC1	0.0	-7
43	CCCC(=O)Nc1ccc2c(c1)C(=O)N(C)C[C@H](OC)[C@@H](C)CN(Cc1ccc(F)cc1)[C@H](C)CO2	0.0	-14
44	CC(C)(C)[S@@](=O)N1Cc2cc(C(=O)NCc3ccccn3)nc(-c3cccc(-c4ccccc4F)c3)c2[C@H]1CCO	0.4	-30
45	O=C(C1CCOCC1)N1CC2(C1)[C@H](c1ccccc1)[C@H](CO)N2C(=O)CC1CC1	.	4
46	O=C(C[C@H]1C[C@H]2c3cc(NS(=O)(=O)c4ccccc4)ccc3O[C@H]2[C@@H](CO)O1)NCC(F)(F)F	0.0	-5
47	N#C[C@H]1[C@@H](c2ccccc2C2=CCCC2)[C@H](CO)N1C(=O)c1cccc(F)c1	0.0	-17
48	C/C=C/c1ccc([C@@H]2[C@H](CO)N(Cc3cncnc3)C23CN(C(=O)COC)C3)cc1	.	-9
49	C[C@@H]1CN([C@H](C)CO)C(=O)CCCn2nncc2CO[C@@H]1CN(C)Cc1cccc2c1OCCCO2	0.0	5
50	C[C@@H]1CN([C@@H](C)CO)C(=O)c2ccccc2-c2ccccc2CO[C@H]1CN(C)C(=O)NC1CCCCC1	0.0	18
51	O=C(C1CCC1)N1CC(=O)N2[C@H](CO)[C@H](c3ccc(Br)cc3)[C@H]2C1	0.0	-7
52	CNC[C@H]1Oc2ncc(-c3cncnc3)cc2C(=O)N([C@H](C)CO)C[C@@H]1C	0.0	-17
53	CCN1CC(=O)N2[C@H](CO)[C@@H](c3ccc(Br)cc3)[C@H]2C1	0.0	17
54	C[C@@H](O)C#Cc1ccc([C@@H]2[C@@H](CO)N3CCCCN(C(=O)c4ccc5c(c4)OCO5)C[C@H]23)cc1	0.0	16
55	N#Cc1cccc(-c2ccc(C3[C@H]4CNC[C@@H]3N4S(=O)(=O)Cc3ccccc3)cc2)c1 (some centres undefined)	0.0	-35
56	CC(C)NC(=O)N[C@@H]1CC[C@H](CC(=O)NCCCN(C)C)O[C@@H]1CO	0.0	50*
57	COc1ccc(CN2[C@H](CO)[C@@H]3c4ccccc4N(C(=O)NC(C)C)C[C@@H]32)cc1	0.0	-10
58	C[C@@H]1CN([C@H](C)CO)S(=O)(=O)c2ccc(C#CCC3CCCC3)cc2O[C@H]1CN(C)C(=O)c1cnccn1	0.1	16
59	CCCNC(=O)C[C@H]1CC[C@H]2[C@@H](COc3ccc(NC(=O)CC)cc3C(=O)N2C)O1	0.0	-43
60	CCCN(C)C[C@H]1OCCCC[C@@H](C)Oc2ccc(NC(=O)CCCN(C)C)cc2C(=O)N([C@@H](C)CO)C[C@H]1C	0.0	-2

(cont.)
#	Structure	Pax4 mRNA alpha TC1	YAP1 CTGF inhibition
61	O=C(c1ccccn1)N1CC2(C1)[C@@H](c1ccccc1)[C@@H](CO)N2C(=O)C1CCCCC1	.	2
62	c1cc(-c2ccc(C3[C@H]4CNC[C@@H]3N4Cc3nccs3)cc2)ccn1 (some centres undefined)	0.0&0.0	-32&22
63	N#Cc1ccc(-c2cccc(-c3nc(C(=O)O)cc4c3[C@@H](CCO)N(CC3CCOCC3)C4)c2)cc1	0.1	-13
64	COc1ccc(S(=O)(=O)N2C[C@H](O)COC[C@H]3O[C@H](CC(=O)N[C@H]4CCN(Cc5ccccc5)C4)CC[C@@H]32)cc1	0.0	40
65	CO[C@@H]1CN(C)C(=O)c2cc(NC(=O)Nc3ccccc3Cl)ccc2OC[C@@H](C)N(S(=O)(=O)CC(F)(F)F)C[C@H]1C	0.0	24
66	COc1ccccc1CN1[C@H](CO)[C@@H]2c3ccccc3N(C(=O)c3cccnc3)C[C@@H]21	0.0	5
67	C[C@H](CO)N1C[C@H](C)[C@H](CN(C)C)Oc2ccc(NS(C)(=O)=O)cc2C1=O	0.0	0
68	O=S(=O)(NC[C@H]1[C@H](c2ccccc2)[C@@H](CO)N1CC1CC1)c1ccccc1	0.0	0
69	CO[C@@H]1CN(C)C(=O)c2cc(NC(=O)NC3CCCCC3)ccc2OC[C@@H](C)N(CC2CCOCC2)C[C@@H]1C	0.0	-27
70	C[C@@H]1CN([C@@H](C)CO)C(=O)CCCn2nncc2CO[C@H]1CN(C)S(=O)(=O)c1ccc(Oc2ccccc2)nc1	0.0	14
71	O=C(C1CCC1)N1CCCCN2[C@H](CO)[C@@H](c3ccc(-c4ccncc4)cc3)[C@H]2C1	0.0	5
72	N#C[C@H]1[C@@H](c2ccccc2)[C@H](CO)N1C(=O)c1ccccc1F	0.0	-28
73	CO[C@@H]1CC[C@@H]2CCOc3c(C#N)cccc3C(=O)N(C)CCCC(=O)N(C)C[C@H]1O2	0.0	-5
74	C[C@@H]1CN([C@H](C)CO)C(=O)c2ccccc2-c2ccccc2CO[C@H]1CN(C)C(=O)c1cc(Cl)cc(Cl)c1	0.0	-7
75	O=C(C[C@H]1CC[C@H]2[C@@H](COC[C@H](O)CN2CCC(F)(F)F)O1)NCc1ccc2c(c1)OCO2	0.0	-15
76	O=C(Nc1ccccc1)N1CC(=O)N2[C@@H](CO)[C@H](c3ccc(C#CC4CCCCC4)cc3)[C@@H]2C1	0.0	-36
77	O=C(C[C@H]1CC[C@H]2[C@@H](COC[C@H](O)CN2C(=O)c2ccncc2)O1)Nc1ccc(-c2ccccc2)cc1	0.0	1
78	Cc1noc(C)c1S(=O)(=O)Nc1ccc2c(c1)C(=O)N([C@H](C)CO)C[C@H](C)[C@@H](CN(C)C(=O)NC1CCCCC1)O2	0.0	-35

Quoted from the entries so far for reference:
#	Structure	Pax4 mRNA alpha TC1	YAP1 CTGF inhibition
75	O=C(C[C@H]1CC[C@H]2[C@@H](COC[C@H](O)CN2CCC(F)(F)F)O1)NCc1ccc2c(c1)OCO2	0.0	-15
76	O=C(Nc1ccccc1)N1CC(=O)N2[C@@H](CO)[C@H](c3ccc(C#CC4CCCCC4)cc3)[C@@H]2C1	0.0	-36
77	O=C(C[C@H]1CC[C@H]2[C@@H](COC[C@H](O)CN2C(=O)c2ccncc2)O1)Nc1ccc(-c2ccccc2)cc1	0.0	1
78	Cc1noc(C)c1S(=O)(=O)Nc1ccc2c(c1)C(=O)N([C@H](C)CO)C[C@H](C)[C@@H](CN(C)C(=O)NC1CCCCC1)O2	0.0	-35

An excerpt from above in order of SMILES length, rising:
#	Structure	Pax4 mRNA alpha TC1	YAP1 CTGF inhibition
73	CO[C@@H]1CC[C@@H]2CCOc3c(C#N)cccc3C(=O)N(C)CCCC(=O)N(C)C[C@H]1O2	0.0	-5
46	O=C(C[C@H]1C[C@H]2c3cc(NS(=O)(=O)c4ccccc4)ccc3O[C@H]2[C@@H](CO)O1)NCC(F)(F)F	0.0	-5
54	C[C@@H](O)C#Cc1ccc([C@@H]2[C@@H](CO)N3CCCCN(C(=O)c4ccc5c(c4)OCO5)C[C@H]23)cc1	0.0	16

Only part of the results is shown (hit frequency here may not be typical).
